Bim-Bfl-1: disrupts Bim binding to human Bfl-1; Q16548; Bead-based flow cytometry, Bim-Bfl-1 binding inhibition; inhibition, % at 10 µM; 190,000 tested, 0.12% active; AID 1008;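 further: 0% = wells without compound plus tracer and 100% = blocker peptide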
Bim-Bcl-W: inhibitors of Bim-Bcl-W interaction, human; bead-based flow cytometry, Bim peptide-Bcl-W binding; AID 952; Q92843; inhibition, % at 10 µM; 190,000 tested, 0.02% active;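 further: 0% = bound tracer without compound and 100% = peptide blocker; higher means less fluorescent Bim peptide bound to Bcl-W beads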
Bcl-2 Bim block: human Bim-Bcl-2 interaction inhibition. 190,000 tested, 0.06% active. AID 950. inhibition, % at 10 µM. Bead-based flow cytometry, Bim peptide-Bcl-2 binding; in the data active means inhibition above about 40%; inconclusive means no clear call, values can overlap the other calls;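 further: 0% = no compound wells with probe peptide and 100% = reference peptide inhibitor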
Bcl-XL Bim block: inhibitors of Bim-Bcl-XL interaction, human | Bim peptide-Bcl-XL binding, bead flow cytometry, fluorescence | inhibition, % at 10 µM | 190,000 tested, 0.04% active | AID 1007
GSH bead fluor: compound fluoresces at 488/530 nm on GSH beads; GSH beads flow cytometry, compound fluorescence 488/530 nm; stronger effect = higher value; fluorescence (KMESF) at 10 µM; 190,000 tested, 0.25% active; AID 1776; in the data active means fluorescence above about 89;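 further: glutathione beads carrying GST-tagged Bcl family fusion proteins plus one bare bead set; values are compound well signal with DMSO vehicle wells as background; inactives centre near 16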
RGS4-Gao reg: modulates binding of RGS4 to human Galphao; 220,000 tested, 0.33% active; binding response (% of control), % at 10 µM; P09471; Multiplexed bead flow cytometry; actives lie on both sides; in the data active means binding response below about 49% or above about 150%; inactive means in between;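 further: fluorescent Galphao activated with aluminum fluoride binding bead-coupled RGS4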
ABCG2 inh: inhibitors of human ABCG2 transporter, ABCB1 counter-screen; Q9UNQ0; IgMXP3 cells, JC-1 efflux, flow cytometry; inhibition, % at 6.6 µM; 190,000 tested, 0.1% active;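 active means inhibition above 80%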;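 further: 0% = DMSO and 100% = nicardipine control wells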
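Test system: IgMXP3 cells (ABCG2) mixed with DDAO far-red-labelled CCRF-Adr cells (ABCB1). Reagent: JC-1 transporter substrate. Compound dosing: single test compound dose, 6.6 µM final. Times: 10 min compound exposure, 25 °C. Detection: flow cytometry of retained JC-1 fluorescence. Read-out basis: efflux inhibition in percent versus controls. Controls: nicardipine and DMSO wells.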
ABCB1 inh: inhibitors of human ABCB1 transporter, ABCG2 counter-screen; inhibition, % at 6.6 µM; 190,000 tested, 0.067% active; CCRF-Adr cells, JC-1 efflux, flow cytometry; AID 1326; in the data active means inhibition above about 40%;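 further: 0% = vehicle and 100% = reference inhibitor; higher value means more JC-1 retained so stronger ABCB1 efflux block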
Target sequence (P08183 whole entry, looked up): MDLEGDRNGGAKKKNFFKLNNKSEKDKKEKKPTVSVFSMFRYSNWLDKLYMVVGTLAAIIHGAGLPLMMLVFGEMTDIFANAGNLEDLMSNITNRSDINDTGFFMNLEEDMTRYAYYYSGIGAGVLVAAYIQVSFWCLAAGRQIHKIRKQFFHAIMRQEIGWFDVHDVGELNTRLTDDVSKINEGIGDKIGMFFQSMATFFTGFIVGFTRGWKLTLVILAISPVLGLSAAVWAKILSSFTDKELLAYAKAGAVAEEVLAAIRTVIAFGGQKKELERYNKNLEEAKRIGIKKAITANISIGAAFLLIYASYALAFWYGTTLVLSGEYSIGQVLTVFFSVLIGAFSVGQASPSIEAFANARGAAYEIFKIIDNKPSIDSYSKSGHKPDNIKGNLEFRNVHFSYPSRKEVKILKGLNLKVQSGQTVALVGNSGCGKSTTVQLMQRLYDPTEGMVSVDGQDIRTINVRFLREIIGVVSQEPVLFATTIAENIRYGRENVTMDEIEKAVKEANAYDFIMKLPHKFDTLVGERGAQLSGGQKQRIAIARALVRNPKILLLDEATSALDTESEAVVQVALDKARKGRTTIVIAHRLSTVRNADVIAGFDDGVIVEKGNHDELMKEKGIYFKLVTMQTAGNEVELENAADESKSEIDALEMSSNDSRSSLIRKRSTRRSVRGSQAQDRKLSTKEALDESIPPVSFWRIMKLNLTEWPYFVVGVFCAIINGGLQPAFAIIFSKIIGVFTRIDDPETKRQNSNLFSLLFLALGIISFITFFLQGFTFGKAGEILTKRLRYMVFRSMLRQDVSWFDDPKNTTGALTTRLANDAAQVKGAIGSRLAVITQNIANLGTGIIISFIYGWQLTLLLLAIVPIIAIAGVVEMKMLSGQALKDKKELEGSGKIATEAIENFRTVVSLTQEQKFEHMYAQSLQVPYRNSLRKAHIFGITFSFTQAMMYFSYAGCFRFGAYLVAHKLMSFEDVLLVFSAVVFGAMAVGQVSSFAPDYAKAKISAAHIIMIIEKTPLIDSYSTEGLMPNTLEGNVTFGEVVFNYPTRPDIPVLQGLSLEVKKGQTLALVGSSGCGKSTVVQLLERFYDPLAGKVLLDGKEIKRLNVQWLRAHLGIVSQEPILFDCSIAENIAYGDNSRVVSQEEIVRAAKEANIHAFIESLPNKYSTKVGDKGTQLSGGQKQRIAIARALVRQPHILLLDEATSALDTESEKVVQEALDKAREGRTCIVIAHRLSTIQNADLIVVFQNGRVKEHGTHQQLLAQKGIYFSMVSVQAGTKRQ
Bim-Bcl-B: inhibitors of Bim-Bcl-B interaction, human; bead-based flow cytometry, Bim peptide-Bcl-B binding; AID 951; Q9HD36; 190,000 tested, 0.073% active; inhibition, % at 10 µM;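 further: 0% = tracer peptide without compound and 100% = reference inhibitor peptide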
RGS7-Gao: modulates binding of RGS7 to human Galphao | P09471 | Multiplexed bead flow cytometry; actives lie on both sides | binding response (% of control), % at 10 µM | 220,000 tested, 0.35% active | AID 1439; in the data active means binding response below about 49% or above about 150%; inconclusive means no clear call, values can overlap the other calls; inactive means in between;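 further: fluorescent Galphao held in activated GDP-AlF4 state binding bead-coupled RGS7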
Avidin bead fluor: compound fluoresces at 488/530 nm on avidin beads. AID 1775. compound fluorescence 488/530 nm, flow cytometry; stronger effect = higher value. 220,000 tested, 0.38% active. fluorescence (KMESF) at 10 µM; in the data active means fluorescence above about 47; further: inactives centre near 10
* marks the source's active call; other numbers are inactive results; ? = inconclusive. Unless noted, no stated cut-off is given here; in the data, active means inhibition above about 40%.

SMILES	Bim-Bfl-1	Bim-Bcl-W	Bcl-2 Bim block	Bcl-XL Bim block	GSH bead fluor	RGS4-Gao reg	ABCG2 inh	ABCB1 inh	Bim-Bcl-B	RGS7-Gao	Avidin bead fluor
CCCCCCCCS(=O)C1CCS(=O)(=O)C1 (stereo not given)	-19	-2	-6	-8	23	101	2	0.3	-8	101	22
Clc1ccc(OCc2nnnn2-c2ccccc2)cc1	-17	-6	-13	-10	11	98	6	0.1	-10	101	11
COc1cc(OC)cc(C(=O)NCCN2C(=O)S/C(=C\c3cccs3)C2=O)c1	-5	-3	-8	-1	10	99	3	0.2	-6	?	11
Cc1ccc(C)c(CSC2=NCCN2C(=O)Cc2ccc([N+](=O)[O-])cc2)c1	-8	-6	-5	-8	13	98	19	1.9	-8	94	13
CCCS(=O)(=O)N1CCN(C(=O)c2ccccc2F)CC1	-16	-2	-13	-3	21	102	-11	-0.7	-5	99	39
Cc1noc(C)c1CSc1nc2sc(C)c(C)c2c(=O)n1C1CCCC1	-2	-2	-4	-4	23	100	1	0.5	-1	100	17
CCCn1c(N)c(N(CCOC)C(=O)/C=C/c2cccc(Cl)c2)c(=O)[nH]c1=O	6	2	2	0	11	100	2	1.7	1	102	11
CCCC(c1nnnn1CS(=O)(=O)c1ccc(C)cc1)N1CCN(c2ccc(F)cc2)CC1 (stereo not given)	-12	-6	-9	2	37	107	1	2.0	-8	104	5
Cc1ccc(-c2c[nH]c(=S)n2-c2ccccc2)cc1	14	0	-2	-3	14	101	-2	-0.8	-45	?	8
CCC1(CC)C(=O)NC(=O)NC1=NCCc1c[nH]c2ccccc12	-14	1	-6	-6	12	102	3	0.3	-4	101	10
CS(=O)(=O)N(CCc1ccccc1)CC(=O)NCc1ccco1	-14	-1	-2	-3	31	100	6	0.4	-8	100	14
CC(C)CCNC(=O)NC(=O)COC(=O)/C=C/c1cccc([N+](=O)[O-])c1	-8	2	-3	-2	15	95	31	2.2	-3	?	10
C/C=C/c1cc(CN2CCN(c3ccccc3)CC2)c(O)c(OC)c1	-3	0	0	0	12	100	1	0.9	-1	?	12
CCOc1cc(C(=O)NCc2ccncc2)cc(OCC)c1OCC	-5	5	-3	0	7	101	15	0.2	-4	102	9
O=C(O)CCCCCNC(=O)/C=C/c1ccco1	-9	-2	-8	-2	59	92	0	0.1	-9	90	23
COc1ccc(N2C(=O)CC(N3CCC(O)(c4cccc(C(F)(F)F)c4)CC3)C2=O)cc1 (stereo not given)	-14	0	-13	-7	14	97	9	2.9	-8	91	10
COc1ccc2c(c1)c(C(C)=O)c(C)n2-c1ccccc1	-14	2	-16	-1	47	101	11	-0.2	-21	98	8
O=C(c1ccc(S(=O)(=O)Nc2ccccc2)cc1)N1CCOCC1	-4	-2	-3	-2	52	98	0	0.1	0	96	23
CC(C)CCc1noc(CN(C)CC2CCN(Cc3ccccc3)CC2)n1	-4	-2	-2	-4	17	101	11	3.5	-7	104	2
COC(=O)CSc1nnc(-c2ccoc2C)n1-c1ccc(C)cc1	2	-4	3	-9	17	106	5	0.9	-3	109	45
O=C(NCCC1=CCCCC1)C1CCN(C(=O)Nc2ccccc2)CC1	-8	0	-8	5	35	96	0	-0.2	-7	95	14
CCOC(=O)C(C)Sc1cc(CS(=O)(=O)c2ccccc2)nc(-c2ccccc2)n1 (stereo not given)	-6	4	-6	0	24	98	12	2.4	-2	99	26
COc1ccc(NC(=O)CN2CCN(CC(=O)Nc3ccccc3F)CC2)c(OC)c1	-10	1	-7	-5	41	104	2	0.7	-7	102	7
Cc1ccc(S(=O)(=O)N2CCOC2CNC(=O)C(=O)NCCc2c[nH]c3ccccc23)cc1 (stereo not given)	-5	2	0	3	20	100	4	0.9	0	101	9
COC(=O)c1ccc(C(=O)OC)c(NC(=O)COC(=O)c2ccccc2OC)c1	-10	0	-1	-1	10	101	14	0.9	-4	105	11

(listing goes on)
SMILES	Bim-Bfl-1	Bim-Bcl-W	Bcl-2 Bim block	Bcl-XL Bim block	GSH bead fluor	RGS4-Gao reg	ABCG2 inh	ABCB1 inh	Bim-Bcl-B	RGS7-Gao	Avidin bead fluor
Cn1c(CC(=O)NCCO)c(Sc2ccccc2)c2ccccc21	0	-1	0	-2	9	106	2	0.8	0	103	3
CCCC(=O)O[C@]1(C(=O)CO)CC[C@H]2[C@@H]3CCC4=CC(=O)CC[C@]4(C)[C@H]3[C@@H](O)C[C@@]21C	-2	-6	-2	-6	23	103	2	0.3	-14	103	10
CSc1ccc(C(=S)N2CCN(CCO)CC2)cc1	9	1	1	-1	15	104	0	0.1	-29	118	10
Cc1ccc(CN2CCN(/N=C/c3cccn3C)CC2)c(C)c1	-4	-3	-6	-4	16	97	0	-1.9	-4	97	11
CCOc1cc(C(=O)Nc2ncccn2)cc(OCC)c1OCC	-12	0	-7	-7	33	103	39	-1.2	-3	102	13
COC(=O)C1C(=O)NC(SC)=C(C#N)C1c1ccccc1F (stereo not given)	-25	0	-8	-8	22	104	42	0.1	-6	101	29
CS(=O)(=O)Nc1ccc(OCc2ccccc2)cc1	0	0	-1	-1	7	99	2	0.7	3	101	9
COc1cc(CO)cc(Br)c1OCC(=O)O	-10	0	-5	-4	27	101	3	0.9	-8	104	10
O=C(NC(=S)NCCc1ccccc1)c1ccco1	-16	-1	-13	-4	29	97	32	3.0	-6	99	15
Cc1ccc2c(COC(=O)c3c(C)noc3C)cc(=O)oc2c1	-6	-1	-2	-1	12	97	0	0.1	-4	101	10
COc1cc(C(=O)Nc2ccc(S(=O)(=O)Nc3cc(C)nc(C)n3)cc2)cc(OC)c1OC	-5	-2	-2	-1	16	99	0	0.1	-1	99	10
CCOCCCNS(=O)(=O)c1ccc(NC(=O)c2ccccc2)cc1	-10	1	-6	0	14	98	20	0.8	-4	98	16
Cc1ccnc(NC(=S)NC(=O)c2cncc(Br)c2)c1	-2	0	-2	-1	6	102	1	-0.1	-3	103	10
CSc1nc(S(=O)(=O)c2ccccc2)c(Cl)s1	-4	-1	-1	-3	16	97	6	0.1	-2	?	10
COc1ccc(C)cc1NC(=O)CC(NC(C)=O)c1ccccc1 (stereo not given)	-4	0	0	0	12	104	1	-0.2	0	103	23
COc1ccc(NC(=O)C2CCCN2S(=O)(=O)c2ccc3c(c2)CCC(=O)N3)c(OC)c1 (stereo not given)	-11	-1	-7	-3	13	100	25	1.7	-6	97	7
Cc1cccc(NC(=O)CCN2CC(C)OC(C)C2)c1 (stereo not given)	-9	0	-3	-4	5	106	1	0.2	-2	104	8
COc1ccc(/C=N/N=C2/NC(=O)C(CC(=O)O)S2)cc1OCc1ccc(Cl)cc1 (stereo not given)	-11	-6	-5	-4	17	103	-3	-0.8	-9	105	7
Cc1occc1C(=O)NNC(=O)c1cccc(F)c1	-8	0	-5	-4	13	102	2	1.0	-6	?	11
COc1ccc(C(=O)NCC2CCCO2)cc1S(=O)(=O)N1CCCc2ccccc21 (stereo not given)	0	-3	-1	-1	71	101	4	0.5	0	96	15
CN(C(=O)c1ccc(S(=O)(=O)N2CCCC2)cc1)C1CCCCC1	-9	3	-4	-6	34	101	1	0.6	-7	104	12
COC(=O)CN1C(=O)N/C(=C/c2ccc(OC)c(C)c2OC)C1=O	-6	-1	-4	-3	15	104	2	0.8	-1	103	21
COc1ccccc1NC(=O)CNC(=O)c1ccc([N+](=O)[O-])cc1	-4	-4	-1	-6	23	92	7	0.2	-6	92	4
CS(=O)(=O)c1cnc2c(S(=O)(=O)c3ccccc3)cnn2c1N	-4	-3	-1	-1	10	98	1	-0.1	-4	92	9
O=C(CSC1=Nc2ccccc2C2=NC(c3ccccc3)C(=O)N12)NCC1CCCO1 (stereo not given)	0	-3	0	-6	46	81	0	-0.1	0	84	1
Cn1c(=NC(=O)CSCC(=O)N2CCCC2)sc2ccccc21	-2	0	2	-1	13	100	4	0.4	2	98	37
N#Cc1nc(-c2ccco2)oc1N1CCC(C(N)=O)CC1	-1	-2	-2	0	12	104	0	0.1	2	101	35
O=C(CCN1C(=O)c2ccccc2C1=O)Nc1cccc(S(=O)(=O)NC2=NCCC2)c1	-2	0	0	0	17	101	0	-0.1	-1	102	26
c1ccc2c(c1)NC(c1ccncc1)n1c-2nc2ccccc21 (stereo not given)	-6	-2	-3	-2	17	104	2	0.5	-4	100	24

13 structures out of the list, arranged by count of non-hydrogen atoms, smallest number first:
SMILES	Bim-Bfl-1	Bim-Bcl-W	Bcl-2 Bim block	Bcl-XL Bim block	GSH bead fluor	RGS4-Gao reg	ABCG2 inh	ABCB1 inh	Bim-Bcl-B	RGS7-Gao	Avidin bead fluor
COc1cc(CO)cc(Br)c1OCC(=O)O	-10	0	-5	-4	27	101	3	0.9	-8	104	10
CSc1nc(S(=O)(=O)c2ccccc2)c(Cl)s1	-4	-1	-1	-3	16	97	6	0.1	-2	?	10
CS(=O)(=O)Nc1ccc(OCc2ccccc2)cc1	0	0	-1	-1	7	99	2	0.7	3	101	9
Cc1ccnc(NC(=S)NC(=O)c2cncc(Br)c2)c1	-2	0	-2	-1	6	102	1	-0.1	-3	103	10
N#Cc1nc(-c2ccco2)oc1N1CCC(C(N)=O)CC1	-1	-2	-2	0	12	104	0	0.1	2	101	35
COC(=O)C1C(=O)NC(SC)=C(C#N)C1c1ccccc1F (stereo not given)	-25	0	-8	-8	22	104	42	0.1	-6	101	29
c1ccc2c(c1)NC(c1ccncc1)n1c-2nc2ccccc21 (stereo not given)	-6	-2	-3	-2	17	104	2	0.5	-4	100	24
CN(C(=O)c1ccc(S(=O)(=O)N2CCCC2)cc1)C1CCCCC1	-9	3	-4	-6	34	101	1	0.6	-7	104	12
CCOCCCNS(=O)(=O)c1ccc(NC(=O)c2ccccc2)cc1	-10	1	-6	0	14	98	20	0.8	-4	98	16
COc1ccc(/C=N/N=C2/NC(=O)C(CC(=O)O)S2)cc1OCc1ccc(Cl)cc1 (stereo not given)	-11	-6	-5	-4	17	103	-3	-0.8	-9	105	7
O=C(CSC1=Nc2ccccc2C2=NC(c3ccccc3)C(=O)N12)NCC1CCCO1 (stereo not given)	0	-3	0	-6	46	81	0	-0.1	0	84	1
COc1ccc(NC(=O)C2CCCN2S(=O)(=O)c2ccc3c(c2)CCC(=O)N3)c(OC)c1 (stereo not given)	-11	-1	-7	-3	13	100	25	1.7	-6	97	7
COc1cc(C(=O)Nc2ccc(S(=O)(=O)Nc3cc(C)nc(C)n3)cc2)cc(OC)c1OC	-5	-2	-2	-1	16	99	0	0.1	-1	99	10

Bioassay records from PubChem BioAssay.
